# SIAE inh: human SIAE inhibition, primary screen; Q9HAT2; SIAE FP-Rh probe binding, fluorescence polarization; inhibition, % at 9.66 µM; 370,000 tested, 0.69% active;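 active = inhibition above a cutoff: mean of compounds within the control limits plus 3 SD of those, cut at about 17% in these data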;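 also: 0% = plate median of compound wells and 100% = probe without SIAE protein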
# Target sequence (Q9HAT2 whole entry, looked up): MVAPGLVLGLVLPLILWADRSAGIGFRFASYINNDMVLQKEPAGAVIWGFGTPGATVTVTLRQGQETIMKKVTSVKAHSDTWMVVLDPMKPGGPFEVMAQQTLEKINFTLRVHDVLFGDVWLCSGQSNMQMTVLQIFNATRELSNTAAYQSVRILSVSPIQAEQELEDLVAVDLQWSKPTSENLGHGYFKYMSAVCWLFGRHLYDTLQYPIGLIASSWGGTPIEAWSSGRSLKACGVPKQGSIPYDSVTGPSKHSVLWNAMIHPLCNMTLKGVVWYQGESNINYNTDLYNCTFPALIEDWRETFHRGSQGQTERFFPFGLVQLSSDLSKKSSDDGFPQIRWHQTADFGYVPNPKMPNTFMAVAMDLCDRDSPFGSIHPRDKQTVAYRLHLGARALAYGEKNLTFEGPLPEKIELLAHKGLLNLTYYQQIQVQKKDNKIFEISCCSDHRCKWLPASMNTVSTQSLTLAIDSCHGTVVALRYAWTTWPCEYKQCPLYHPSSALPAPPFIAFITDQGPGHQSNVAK
# LEDGF integ inh: blocks HIV-1 LEDGF/p75-dependent DNA integration; 370,000 tested, 0.64% active; TR-FRET IN-LEDGF/p75 DNA integration, Eu/Cy5; inhibition, % at 3.7 µM;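 active = inhibition above the screen-wide mean plus 3 SD, cut at about 13% in these data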;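 also: signal is the Cy5 over europium emission ratio at 671 and 618 nm; 0% = plate median of compound wells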
# UHRF1 binding: UHRF1 methyl-DNA binding inhibition; UHRF1 binding to methylated oligo, TR-FRET; inhibition, % at 4.4 µM; 370,000 tested, 0.75% active; Q96T88; in the data active = inhibition above about 21%;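 also: UHRF1 SRA domain binding a hemimethylated CpG hairpin DNA probe; 0% = median of test compound wells and 100% = reference inhibitor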
# HTRA1 inhibitor: HTRA1 (human) protease inhibition. Q92743. recombinant HTRA1, FP-rhodamine activity-based probe, fluorescence polarization. inhibition, % at 5.96 µM. 340,000 tested, 0.5% active. AID 504803; in the data active = inhibition above about 36%;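 also: 0% = enzyme with DMSO and 100% = wells lacking enzyme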
# mABHD4 FP: ABHD4 (mouse) inhibition, primary FP screen. 370,000 tested, 0.54% active. Q8VD66. inhibition, % at 8.92 µM. purified mABHD4, FP-Rh probe fluorescence polarization;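 active = inhibition exceeding the mean over every tested compound plus 3 SD, cut at about 30% in these data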;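 also: 0% = plate median of compound wells and 100% = S159A mutant with DMSO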
#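 system = mouse ABHD4 enzyme, wild type | medium = HEPES pH 7.0, NaCl, Pluronic buffer | also added = FP-Rh probe | incubation = Enzyme–compound pre-incubation 45 min, then probe 60 min, both 25 °C | technique = fluorescence polarization, excitation 525 nm, emission 598 nm, BODIPY TMR filters | controls = S159A mutant high control, sample median low control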
# PG9 binder: PG9 antibody binding by small molecule | TR-FRET gp120-PG9 antibody binding | inhibition, % at 6.7 µM | 360,000 tested, 0.43% active | AID 624416; in the data active = inhibition above about 8.5%
# DDE Tn7 FP inh: DD(E)-Tn7 binding inhibition, primary FP screen; 370,000 tested, 0.13% active; FP displacement of FITC-Tn7 peptide from fibrin DD(E); 0% = median of compound wells per plate; P02675; inhibition, % at 8.3 µM;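 active = inhibition above the mean of compounds falling within the control limits plus 3 SD of them, cut at about 14% in these data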;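 also: 0% = plate median of compound wells and 100% = 10 µM Aha-Tn7 peptide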
# Target sequence (P02675 whole entry, looked up): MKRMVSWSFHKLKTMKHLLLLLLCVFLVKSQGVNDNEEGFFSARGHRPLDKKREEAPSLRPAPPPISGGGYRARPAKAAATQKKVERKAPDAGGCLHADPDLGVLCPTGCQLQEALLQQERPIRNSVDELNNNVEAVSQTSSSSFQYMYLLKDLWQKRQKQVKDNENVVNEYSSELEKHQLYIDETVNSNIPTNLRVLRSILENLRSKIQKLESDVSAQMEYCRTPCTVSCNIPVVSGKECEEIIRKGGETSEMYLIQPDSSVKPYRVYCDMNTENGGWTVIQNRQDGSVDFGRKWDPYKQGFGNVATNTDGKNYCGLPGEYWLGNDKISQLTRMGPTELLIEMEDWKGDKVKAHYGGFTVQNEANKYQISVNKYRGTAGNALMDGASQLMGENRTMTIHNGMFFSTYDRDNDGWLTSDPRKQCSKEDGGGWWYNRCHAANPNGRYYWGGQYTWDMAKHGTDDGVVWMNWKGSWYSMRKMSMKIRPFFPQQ
#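 Assay system: human fibrin DD(E) protein / Input: 2 µM fibrin DD(E) / Benchmarks: high control of 10 µM Aha-Tn7 peptide / Measured by: fluorescence polarization of the labelled Tn7 tracer / Medium: Tris buffer with calcium and detergent, pH 7.8 / Timing: 10 min compound pre-incubation, 3 h probe incubation at room temperature / Repeats: one replicate per compound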
# TCR-CD3 inh: human TCR-CD3 binding inhibition | 360,000 tested, 0.37% active | inhibition, % at 9.4 µM | TAMRA-labeled TCR probe fluorescence, biochemical | AID 651800; in the data active = inhibition above about 19%;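 also: recombinant mutant TCR 2C K166C tagged with TAMRA read by polarization; 0% = receptor in buffer alone and 100% = receptor with positive control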
# PRMT1 FP inh: inhibitors of human PRMT1 | Q99873 | recombinant PRMT1, activity-based probe fluorescence polarization | inhibition, % at 2.79 µM | 370,000 tested, 1.3% active | AID 652257;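 active = inhibition above about 21% made by adding two undisclosed values, limit read from the data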
# TDP2 inh: TDP2 (human) inhibition, absorbance primary screen. AID 720702. 370,000 tested, 0.34% active. recombinant TDP2, T5PNP hydrolysis, p-nitrophenol absorbance 415 nm. inhibition, % at 12.8 µM. O95551;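 active = inhibition above the mean of all tested compounds plus 3 SD, set per campaign, cut at about 25% in these data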;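 also: 0% = DMSO with enzyme and 100% = buffer with substrate but no TDP2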
#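 test system = human TDP2 enzyme | input = TDP2 enzyme at 120 nM final | medium = 50 mM Tris-HCl pH 7.5 with Mg2+, KCl, DTT, BSA | also added = T5PNP substrate, 5 mM | times = 2 h at 37 °C | technique = epi absorbance | benchmarks = high control without enzyme, low control DMSO plus TDP2 | replication = each compound tested once, singlicate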
# * = called active by the depositor; · = not tested or not shown; & = joins results of further samples; ! = a repeat was not active. Only part of the results is shown, so the mix of outcomes need not match the whole.
SMILES,SIAE inh,LEDGF integ inh,UHRF1 binding,HTRA1 inhibitor,mABHD4 FP,PG9 binder,DDE Tn7 FP inh,TCR-CD3 inh,PRMT1 FP inh,TDP2 inh
COC(=O)c1cncn1C(C)c1ccccc1 (stereo unspecified),0,1,2,3,0,-0.3,2,2,-2,3
Cc1ccc(NC(=O)c2snnc2C)cc1Cl,-2,-1,4,0,-10,-0.8,-5,1,-1,-9
COC(=O)C1=C(c2cccc(OC)c2OC)C[C@@H]2CC[C@H]1N2C(=O)N1CCCC1,4,3,1,0,8,-1.1,-5,10,0,0
NC(=O)c1cn(C2OC(CO)C(O)C2O)c2ncnc(N)c12 (stereo unspecified),4&-4,1&3,1&1,3&-2,2&-5,-1.0&1.8,-4&2,4&-1,4&3,9&-6
Cc1cc(S(=O)(=O)NCc2ccccc2)ccc1OCC(=O)N1CCN(C)CC1,4,-2,2,6,0,-1.6,8,4,-1,9
C/C(=N\NC(=O)c1ccncc1)c1c(O)[nH]c(=O)[nH]c1=O,2,2,-4,·,5,-0.2,-4,4,-2,-7
CCCn1cc(CN2CCCC(C(=O)c3cccc(OC)c3)C2)c(C)n1 (stereo unspecified),0,2,0,7,-3,1.6,5,2,-4,6
CCCCN1C(=N)C(CC)(CC)C(=O)NC1=O,21*,1,-5,-3,6,-1.3,5,1,-2,9
CN1CCC2(CC1)C(C#N)=C(N)NC(S)=C2C#N,-8&6,-1&3,-7&-10,15&-7,8&9,-0.5&-3.4,6&1,-23&-8,31*!,30*!
COc1cc(OC)cc(C(=O)NC(=S)N2C[C@H]3C[C@H](C2)c2cccc(=O)n2C3)c1,2,4,4,-7,-1,0.9,-1,3,-4,-9
C=CCn1c(O)c(C(C)=NC2CC2)c(=O)[nH]c1=O,-2,1,-3,2,0,0.1,-3,8,-1,5
CCC(=NCc1ccco1)c1c(O)n(-c2ccc(Cl)cc2)c(=O)[nH]c1=O,1,-3,4,13,1,-0.8,4,-2,6,-15
O=C(c1cc(Cl)cc(Cl)c1)N1Cc2ccccc2-n2nncc2C1,-13,-2,19,-5,5,0.4,6,8,-2,3
O=C(Cc1cccs1)N1Cc2ccccc2-n2nncc2C1,5,3,12,6,9,-2.0,2,3,3,7
ClC(Cl)=C(c1ccc(Cl)cc1)c1ccc(Cl)cc1,-1,1,0,4,-1,-2.9,5,6,-4,-5
CS(=O)(=O)N1CCCC(C(=O)N2CCC3(CC2)OCCO3)C1 (stereo unspecified),-3,1,-1,2,7,1.1,4,-7,-1,7
C[C@]12CC[C@H](O)CC1=CCC1C2CC[C@@]2(C)C1CC[C@@H]2OCc1ccccc1 (stereo partly specified),-2,0,0,1,-3,1.4,-9,-5,-2,-3
COC(=O)C1=C(c2ccccc2OCc2ccccc2)C[C@@H]2CC[C@H]1N2C(=O)NCCCOC(C)C,12,0,-2,-11,0,-0.7,3,0,-1,-1
COC(=O)c1ccccc1OP(=O)(c1cccc([N+](=O)[O-])c1)c1cccc([N+](=O)[O-])c1,-7,1,1,-3,-15,1.5,5,-6,5,0
COc1ccc(OC)c(-n2c(O)c(C=Nc3c(C)n(C)n(-c4ccccc4)c3=O)c(=O)[nH]c2=S)c1,-7,0,-3,·,3,-0.9,-3,-19,3,-4
CCN1C(=O)N(CC)C(=O)C2(Cc3ccccc3N3CCN(c4ccccc4)CC32)C1=O (stereo unspecified),-5,6,-4,·,-3,-2.3,-4,5,1,-11
C=CCN(CC#CCO)Cc1ccc(OC)cc1OC,2,-2,-4,·,1,·,1,·,-3,8
CCN(CC)C(=O)c1ccc(NC(=O)c2c(C)noc2C)cc1,5,2,3,-2,3,-0.2,-2,3,2,0
O=C1NC(=O)[C@]2(Cc3ccccc3N3CCN(c4ccccc4)CC32)C(=O)N1c1ccccc1 (stereo partly specified),-5,6,1,10,-7,-2.4,-1,7,4,-20

# Some of the entries so far, with tabs:
smiles	SIAE inh	LEDGF integ inh	UHRF1 binding	HTRA1 inhibitor	mABHD4 FP	PG9 binder	DDE Tn7 FP inh	TCR-CD3 inh	PRMT1 FP inh	TDP2 inh
COc1cc(OC)cc(C(=O)NC(=S)N2C[C@H]3C[C@H](C2)c2cccc(=O)n2C3)c1	2	4	4	-7	-1	0.9	-1	3	-4	-9
C=CCn1c(O)c(C(C)=NC2CC2)c(=O)[nH]c1=O	-2	1	-3	2	0	0.1	-3	8	-1	5
CCC(=NCc1ccco1)c1c(O)n(-c2ccc(Cl)cc2)c(=O)[nH]c1=O	1	-3	4	13	1	-0.8	4	-2	6	-15
O=C(c1cc(Cl)cc(Cl)c1)N1Cc2ccccc2-n2nncc2C1	-13	-2	19	-5	5	0.4	6	8	-2	3
O=C(Cc1cccs1)N1Cc2ccccc2-n2nncc2C1	5	3	12	6	9	-2.0	2	3	3	7
ClC(Cl)=C(c1ccc(Cl)cc1)c1ccc(Cl)cc1	-1	1	0	4	-1	-2.9	5	6	-4	-5
CS(=O)(=O)N1CCCC(C(=O)N2CCC3(CC2)OCCO3)C1 (stereo unspecified)	-3	1	-1	2	7	1.1	4	-7	-1	7
C[C@]12CC[C@H](O)CC1=CCC1C2CC[C@@]2(C)C1CC[C@@H]2OCc1ccccc1 (stereo partly specified)	-2	0	0	1	-3	1.4	-9	-5	-2	-3
COC(=O)C1=C(c2ccccc2OCc2ccccc2)C[C@@H]2CC[C@H]1N2C(=O)NCCCOC(C)C	12	0	-2	-11	0	-0.7	3	0	-1	-1
COC(=O)c1ccccc1OP(=O)(c1cccc([N+](=O)[O-])c1)c1cccc([N+](=O)[O-])c1	-7	1	1	-3	-15	1.5	5	-6	5	0
COc1ccc(OC)c(-n2c(O)c(C=Nc3c(C)n(C)n(-c4ccccc4)c3=O)c(=O)[nH]c2=S)c1	-7	0	-3	·	3	-0.9	-3	-19	3	-4
CCN1C(=O)N(CC)C(=O)C2(Cc3ccccc3N3CCN(c4ccccc4)CC32)C1=O (stereo unspecified)	-5	6	-4	·	-3	-2.3	-4	5	1	-11
C=CCN(CC#CCO)Cc1ccc(OC)cc1OC	2	-2	-4	·	1	·	1	·	-3	8

# Following part
SMILES,SIAE inh,LEDGF integ inh,UHRF1 binding,HTRA1 inhibitor,mABHD4 FP,PG9 binder,DDE Tn7 FP inh,TCR-CD3 inh,PRMT1 FP inh,TDP2 inh
Cc1ccc(-n2c(O)c(C=NCCN3CCNCC3)c(=O)[nH]c2=S)cc1,-11,6,2,9,-11,-1.4,0,-8,5,-3
CC(=O)Nc1ccccc1C(=O)OCC(=O)c1ccccc1Cl,0,-3,-1,3,1,-0.3,7,7,-3,-4
C/C(=N/O)c1ccc2ccc3ccccc3c2c1,-15,2,-2,-39,-21,-0.2,6,3,2,2
COc1ccc(-n2c(O)c(C(C)=NC3CC3)c(=O)[nH]c2=O)cc1,2,-1,0,0,-2,0.3,-2,2,-2,7
Nc1cccc(N=Cc2c(O)n(Cc3ccc(F)cc3)c(=O)[nH]c2=O)c1,1,4,-5,16,11,0.0,7,-2,0,4
N#Cc1cc2c(nc1SCC(=O)Nc1cc(Cl)ccc1Cl)C1CCN2CC1,2,-1,-4,-10,-1,1.2,-4,10,-2,-5
O=c1c2ccccc2nc(Cc2ccccc2)n1-c1ccccc1O,-1,-2,1,-5,-8,0.9,1,-1,-2,8
O=C(Nc1ccc2ccccc2c1)c1nn(C23CC4CC(CC(C4)C2)C3)cc1Br,-11,1,0,-10,4,-0.6,-7,4,2,5
CN(C)C(=O)O/N=C(\N)COc1ccc(C(C)(C)C)cc1,9,1,1,1,-9,-1.4,-5,-8,-7,-13
CCCC1COC(Cn2cncn2)(c2ccc(Cl)cc2Cl)O1 (stereo unspecified),-6,1,-4,-8,0,-1.4,2,8,-3,3
CN1CN(c2cccc([N+](=O)[O-])c2)CN=C1N[N+](=O)[O-],3,0,1,-15,-3,0.2,-8,5,-1,4
Cc1nc2cc(-c3cccc(F)c3)nn2c(C)c1CCC(=O)N1CCC2(CC1)OCCO2,0,-3,-3,-1,2,-0.9,-6,3,-2,9
CN1CCN(c2cccc3c2C(=O)c2ccccc2C3=O)CC1,-6,0,-2,7,-9,-7.3,1,-1,13,-12
CC1(C)C(C(=O)NN2C(=O)c3ccccc3C2=O)C1(C)C,2,0,-1,-1,1,1.5,0,1,-2,3
COc1cc(C2c3cc4c(cc3CC3COC(=O)C32)OCO4)cc(OC)c1OC (stereo unspecified),1,-3,-1,-2,5,0.2,9,-1,22*,4
O=c1[nH]c(=S)[nH]c(O)c1N=Nc1ccc(SC(F)F)cc1,7,-3,-10,9,16,-9.2,-4,-2,12,-2
CCCCN=C[C@]12CCC(O)CC1(O)CCC1[C@@H]2CC[C@]2(C)[C@H](C3C=CC(=O)O3)CCC12O (stereo partly specified),-5,10,2,0,-5,-2.0,-5,4,-3,-7
COC(=O)c1cc2c(s1)=NC=NP=2(N1CCOCC1)N1CCOCC1,3&-4,-4&-3,-1&-4,5&-2,6&2,0.0&-0.5,2&6,3&7,3&1,4&-5
Cc1ccc(CCN2CC(C(=O)N3CCC4(CC3)OCCO4)CC2=O)cc1 (stereo unspecified),15,0,-1,0,3,-0.4,2,3,1,1
CCCCn1c(O)c(/C(CC)=N/N2CCCCC2c2cccnc2)c(=O)[nH]c1=S (stereo unspecified),-18,3,0,-23,-6,-2.6,-2,-8,1,-6
COc1ccc(-c2nc3ccccc3c(=O)n2-c2ccc(OC)cc2)cc1,4,4,0,-2,-6,0.1,-3,3,-7,18
COCc1cc(OC(=O)N(C)C)nc2c1c(C)nn2C,-4,-2,1,2,-2,2.1,2,-7,6,8
CCN(C)C(C)Cc1cccc(C(F)(F)F)c1 (stereo unspecified),6,0,1,·,-5,1.1,1,-11,-4,-17
CCN1CCN(Cc2ccc(OC(F)(F)F)cc2)CC1,-3,4,-1,1,-6,0.1,7,6,0,-8

# Some entries already given, showing only TCR-CD3 inh, mABHD4 FP and PRMT1 FP inh:
molecule,TCR-CD3 inh,mABHD4 FP,PRMT1 FP inh
CN(C)C(=O)O/N=C(\N)COc1ccc(C(C)(C)C)cc1,-8,-9,-7
ClC(Cl)=C(c1ccc(Cl)cc1)c1ccc(Cl)cc1,6,-1,-4
